TSHR antagonist = human thyrotropin receptor antagonism | 330,000 compounds, 0.2% hits | AID 504810 | TSHR-expressing cells, TSH-stimulated cAMP HTRF, 2 h; hits give low values | activity change, negative = inhibition, % at 11.5 µM;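 active = activity change below a set negative limit, meaning inhibition stronger than a set level, cut at about -70% in these data; inconclusive = activity change between two set negative limits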; also: % is scaled to controls: 0 for no effect and ±100 for the full control effect
Target sequence (P16473 whole entry, looked up): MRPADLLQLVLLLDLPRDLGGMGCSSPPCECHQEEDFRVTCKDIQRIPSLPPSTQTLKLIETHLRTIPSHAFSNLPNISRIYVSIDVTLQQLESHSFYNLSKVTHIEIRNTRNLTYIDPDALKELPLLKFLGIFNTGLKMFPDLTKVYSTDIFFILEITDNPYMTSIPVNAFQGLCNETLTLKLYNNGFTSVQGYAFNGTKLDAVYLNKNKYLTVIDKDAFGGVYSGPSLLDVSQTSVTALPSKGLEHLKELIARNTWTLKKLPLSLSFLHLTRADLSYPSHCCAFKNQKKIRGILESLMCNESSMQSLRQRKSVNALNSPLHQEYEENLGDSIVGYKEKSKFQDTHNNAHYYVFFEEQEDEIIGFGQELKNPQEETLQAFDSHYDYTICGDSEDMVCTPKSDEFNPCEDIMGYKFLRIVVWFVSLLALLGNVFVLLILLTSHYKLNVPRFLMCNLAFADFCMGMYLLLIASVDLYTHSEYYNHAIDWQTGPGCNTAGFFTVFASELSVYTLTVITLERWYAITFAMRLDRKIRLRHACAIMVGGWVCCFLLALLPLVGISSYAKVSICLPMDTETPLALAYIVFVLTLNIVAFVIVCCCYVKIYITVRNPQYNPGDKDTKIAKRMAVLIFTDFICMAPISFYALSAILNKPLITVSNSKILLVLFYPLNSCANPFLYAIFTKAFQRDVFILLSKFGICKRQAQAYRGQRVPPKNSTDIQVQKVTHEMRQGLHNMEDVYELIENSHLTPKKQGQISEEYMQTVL
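Read-out is FRET at 665 nm (cryptate excitation 337 nm) from a cryptate-tagged anti-cAMP antibody, competed by cell cAMP against cAMP-d2. Compounds are tested on freshly harvested TSHR cells challenged with 4nM TSH (EC80) for 2 hours at 37 deg C.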
TSG101-PTAP inh = blocks PTAP/TSG101 interaction to inhibit HIV-1 budding; AID 493005; Potency, µM (series often up to 115 µM), for the others: at the top dose activity change, negative = inhibition, actives largely listed as inhibitors; Fluorescence polarization, FITC-PTAP peptide / Tsg101 binding; 340,000 tested, under 10 active; active = well fitted inhibition curve with a large enough effect in the main read-out, with a control signal flat, not every such curve was filed as active; inconclusive = small, poorly fitted or top-dose-only effect, or effect the other way, or a change in a side signal; inactive = no such curve, though single readings can be large or run the other way; also: potency is read from the fitted curve at half-maximal effect; % of control where 0% means no effect
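Compounds were pin-transferred onto Tsg101 binding domain (10 uM final) in HEPES pH 7.5 buffer, then FITC-PTAP peptide was added at 50 nM final. After 20 min at RT, polarization reported peptide displacement across a qHTS concentration series.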
CXXC DNA block = blocks binding of human MLL CXXC domain to DNA; MLL-CXXC / FITC-HOXA9 DNA fluorescence polarization; Potency, µM (series often up to 115 µM), without a hit: at the highest dose activity change, negative = inhibition, usual class: inhibitors; 290,000 compounds, 0.037% hits; Q03164; active = well fitted inhibition curve with a large enough effect in the polarisation, with a control signal flat, not every such curve was filed as active; inconclusive = small, poorly fitted or top-dose-only effect, or effect the other way, or a change in a side signal; inactive = no such curve, though single readings can be large or run the other way; the % refers to the polarisation; also: potency is read from the fitted curve at half-maximal effect
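Purified MLL-CXXC (added from a 7 uM solution) was preincubated 5 min at ambient with pinned compounds in 50 mM Tris-HCl pH 7.5, 50 mM NaCl, 1 mM DTT, 0.05% BSA. Fluorescein-labeled HOX-A9 DNA (50 nM solution) followed, 30 min, then polarization read.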
TCR activator = T cell receptor activation | Potency, µM (highest dose often 9.22 µM), without a hit: at the top dose activation of IL-2 secretion, usual class: activators | 330,000 tested, under 10 active | primary human leukocytes, anti-CD3, IL-2 HTRF, 48 h; also: % of control where 0% means no effect
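IL-2 release read by HTRF sandwich (Eu cryptate donor, d2 acceptor, 665 nm emission) after 48 hr exposure of primary human leukocytes to compound together with anti-CD3 beads in the absence of co-stimulatory signals.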
AT treatment = candidate therapy for ataxia-telangiectasia. […] A-T fibroblasts, KAP-1 phosphorylation AlphaLISA; neocarzinostatin DNA damage 30 min before lysis. Potency, µM (top dose mostly 57.5 µM), inactives show top-dose activation, hits mostly activators. 320,000 compounds, 0.19% hits; also: potency is read from the fitted curve at half-maximal effect; % of control where 0% means no effect; nearly all actives have a fitted effect of over 45% in size
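ATM-like activity read as KAP-1 phosphorylation via AlphaLISA donor/acceptor antibody pairs after lysis and 6 hr at 25C. Cells were ATM-null patient fibroblasts ([…], hTERT), dosed 60 min, then exposed to the DSB inducer NCS for 30 min.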
ASM inhibitor = inhibitors of human secretory acid sphingomyelinase; 340,000 compounds, 0.006% hits; AID 504937; P17405; placental ASM, HMU-PC fluorogenic substrate, 60 min; Potency, µM (highest dose often 57.5 µM), without a hit: at the top dose activity change, negative = inhibition, usual class: inhibitors; also: potency is read from the fitted curve at half-maximal effect
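Steps: dispense placental human ASM, pin compound, wait 10 min at room temperature, add HMU-PC0 substrate at 9 uM final, incubate 60 min at 37 °C, add stop solution raising pH to 10, read fluorescence.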
Mito fusion yeast = mitochondrial division inhibition or fusion activation. Potency, µM (top dose mostly 46.1 µM), inactives show at the top dose growth rescue (activation), usual class: activators. 320,000 compounds, 0.23% hits. S. cerevisiae fusion-defective mutant growth rescue, CellTiterGlo 48 h;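 also: potency is read from the fitted curve at half-maximal effect; % of control where 0% means no effect; nearly all actives have a fitted effect of over 45% in size; temperature-sensitive fusion mutants such as fzo1-1 at 37 °C on non-fermentable ethanol glycerol medium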
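Temperature-sensitive fusion-defective S. cerevisiae (e.g. fzo1-1, mgm1-5) were grown with compound in YPEG medium (3% ethanol, 3% glycerol) for 48 hours at 37C. Growth rescue was measured as viability by CellTiterGlo luminescence after 10 minutes at ambient.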
MBNL1 CUG block = blocks human MBNL1 binding to CUG repeat RNA; 280,000 compounds, 0.036% hits; TR-FRET MBNL1-His/biotin-(CUG)12 binding, 665/545 ratio; Potency, µM (doses to about 57.5 µM), for inactives: top-dose activity change, negative = inhibition, usual class: inhibitors; active = well fitted inhibition curve with a large enough effect in the signal ratio, with a control signal flat, not every such curve was filed as active; inconclusive = small, poorly fitted or top-dose-only effect, or effect the other way, or a change in a side signal; inactive = no such curve, though single readings can be large or run the other way; the % refers to the signal ratio; also: potency is read from the fitted curve at half-maximal effect; % is scaled to controls: 0 for no effect and ±100 for the full control effect
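MBNL1-His + Biotin-(CUG)12, cpd titration 92 nM–58 uM; Tb anti-His Ab 0.055 ng/ul, SA-XL665 5 nM (final); 60 min RT; ratiometric 665/545 nm, Ex 340 nm; normalized to buffer and full-complex controls.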
Menin-MLL TR inh = menin-MLL binding inhibition, Texas Red mutant peptide; O00255; Menin + Texas Red MLL mutant peptide, fluorescence polarization; Potency, µM (doses to about 61.6 µM), for the others: top-dose FP activity change, negative = inhibition, hits mostly inhibitors; 270,000 compounds, 0.23% hits; AID 1768; active = well fitted inhibition curve with a large enough effect in the polarisation, with a control signal flat, not every such curve was filed as active; inconclusive = small, poorly fitted or top-dose-only effect, or effect the other way, or a change in a side signal; inactive = no such curve, though single readings can be large or run the other way; the % refers to the polarisation; also: potency is read from the fitted curve at half-maximal effect; % of control where 0% means no effect; many of its hits are not listed in these tables
a7 integrin act = activates integrin-mediated alleviation for muscular dystrophy. alpha7betagal myoblasts, beta-gal FDG fluorescence, 48 h. Potency, µM (doses to about 38.3 µM), for the others: top-dose activation, most hits filed as activators. 350,000 compounds, 0.064% hits. AID 624291;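 also: potency is read from the fitted curve at half-maximal effect; 100% = response of the positive control SU9516; nearly all actives have a fitted effect of over 60% in size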
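alpha7betagal+/- myoblasts (passage 13, 250/well) treated 48 h at 37C with compounds at 1:260 dilution of DMSO stock. Lysed, then beta-galactosidase activity read as FDG fluorescence (ex 480/em 540) after 30 min, with pre-read for autofluorescence.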
* marks the source's active call; other numbers are inactive results; ? = inconclusive; . = not tested or not shown; [ ] = dose if it differs, or a comment. Unless noted, calls follow the shape of the dose curve; as a rule, active = well fitted curve in the direction sought with a large enough effect; inconclusive = small, poorly fitted or top-dose-only effect, or another doubt; inactive = no such curve, though single readings can be large; an effect the other way counts as inactive or inconclusive. This is a subset; the hit share may differ from the screen's.

Structure	TSHR antagonist	TSG101-PTAP inh	CXXC DNA block	TCR activator	AT treatment	ASM inhibitor	Mito fusion yeast	MBNL1 CUG block	Menin-MLL TR inh	a7 integrin act
CCC(C)(C)n1c(=O)[nH]c2c(c1=O)CCC2	-9.9	-5.4%	1.1%	-3.0%	4.2%	2.2%	3.6%	-2.9%	9.1%	9.0%
CC1CN(C(=O)c2ccc(CNS(=O)(=O)c3cccc(Cl)c3)cc2)CC(C)O1 (configuration not stated)	-2.7	-1.4%	-12.7%	-1.0%	5.7%	-1.6%	0.1%	4.8%	?	3.6%
Cn1cnc([N+](=O)[O-])c1S(=O)(=O)Oc1cccc2ccccc12	.	-10.7%	.	0.1%	.	5.3%	.	.	.	-59.7%[inhibitor]
CCOC(=O)c1c(-c2ccc(OC)cc2)csc1NC(=O)CSc1ccccc1	-9.3	-4.1%	-3.9%	-5.3%	1.3%	-2.4%	-1.0%	4.3%	6.7%	8.4%
CCOC(=O)CN1C(=O)S/C(=C/c2ccc(OCc3ccc(C(=O)O)cc3)cc2)C1=O	14.6	-3.9%	?	-2.4%	33.3%	-2.6%	-3.1%	?	31.2%[activator]	-6.7%
Cc1ccc2nsnc2c1NC(=O)CCc1ccccc1	-4.8	-0.9%	-0.1%	-0.9%[46.1 µM]	-8.0%	0.3%	0.4%	?	3.4%	-8.8%
COc1ccc(C(=O)Nc2ccc3c(c2)C(=O)N(C)C3=O)cc1OC	-8.5	-2.3%	12.8%	0.3%	22.1%	13.6%	0.8%	8.6%	9.1%	?
COc1ccc(-n2ncc3c2CC(C)(C)CC3NC(=O)c2ccnn2C)cc1 (configuration not stated)	-9.1	-6.3%	4.9%	-4.1%	2.4%	-2.9%	-9.4%	3.5%	-4.1%	-30.3%
O=c1c2ccccc2ncn1Cc1nc2ccccc2s1	-16.1	-2.2%	5.4%	0.2%	2.2%	1.5%	0.6%	-0.4%	6.8%	-26.4%
Cc1cccn2c(=O)c(/C=C(\C#N)S(=O)(=O)c3ccccc3)c(N3CCCCC3)nc12	-15.0	9.7%	23.6%	-7.5%	-11.4%	68.4%[activator]	8.6%	-4.1%	.	-26.7%
COc1ccc(Cn2c(=S)[nH]c3ccccc3c2=O)cc1	-5.8	-3.8%	-7.7%	-4.4%	-12.3%	-1.3%	-10.9%	10.5%	?	0.0%
CCOc1ccc(CCNC(=O)COC(=O)/C=C/c2ccc(OCC#N)c(OC)c2)cc1OCC	0.5	-3.2%	3.4%	1.6%[46.1 µM]	6.3%	0.0%	-9.1%	18.2%	3.9%	-9.9%
CCOc1ccccc1N(CC(=O)N/N=C(\C)c1cccc(Br)c1)S(C)(=O)=O	-8.0	0.2%	0.6%	1.2%	2.6%	-2.5%	2.0%	-1.3%	5.1%	28.6%
COC(=O)c1ccc(-n2nnnc2SCC(=O)Nc2ccccc2F)cc1	-3.8	-6.6%	7.5%	-3.2%	8.5%	-3.6%	-0.4%	2.1%	4.0%	-6.3%
O=C(NCCCO)C(=O)NCC1OCCCN1S(=O)(=O)c1cccs1 (configuration not stated)	-4.2	0.2%	0.7%	3.4%	-9.3%	2.2%	-1.5%	4.4%	.	7.0%
CN(C)/C=N/c1c(C(=O)NCc2ccccc2)nnn1Cc1ccccc1	76.6	-2.1%	23.1%	-0.4%	0.1%	0.9%	1.8%	3.4%	-15.9%	0.0%
CCCCNC(=O)c1ccc2c(OCC)n(CCCC)nc2c1	-4.7	-0.3%	2.4%	-2.8%	4.6%	11.5%	-5.5%	5.1%	-13.8%	-22.5%
O=C(CCC(=O)OCc1ccc([N+](=O)[O-])cc1Cl)Nc1ccccc1	3.6	-1.4%	6.0%	2.4%	10.5%	-1.2%	-0.8%	?	.	?
O=C(Nc1ccnc(-c2cccnc2)n1)c1cccc(Cl)c1Cl	-2.5	0.6%	21.7%	-0.4%	0.6%	0.9%	0.5%	7.7%	13.8%	24.4%
Cc1cc(OCC(=O)NCc2ccccn2)c2c(C)c(Cc3ccccc3)c(=O)oc2c1	2.4	-7.2%	7.6%	0.7%	11.4%	-14.1%	4.9%	12.9%	1.9%	?
CCOC(=O)C1(CCOc2ccccc2)CCN(Cc2cc(OC)c3c(c2)OCO3)CC1	-8.8	1.2%	4.0%	3.4%	2.1%	-1.6%	6.7%	-15.1%	?	-57.5%[inhibitor]
O=c1[nH]c(N2CCN(Cc3ccc4c(c3)OCO4)CC2)nc2c1CCCC2	7.1	-5.0%	0.7%	13.1%	4.4%	0.9%	-12.5%	-8.7%	-10.4%	-40.7%
COc1ccccc1NC(=S)N(Cc1ccccn1)Cc1ccccc1Cl	11.7	1.1%	-7.4%	-43.5%	10.6%	7.5%	0.7%	-5.1%	-7.8%	19.7%
CC(OC(=O)c1ccc(-n2cnnn2)cc1)C(=O)Nc1ccccc1F (configuration not stated)	31.7	-0.4%	.	2.9%	0.3%	6.2%	-1.2%	.	.	-14.9%
Cc1cc(C)cc(NCc2ccncc2)c1	18.8	-5.7%	1.1%	2.6%	2.5%	0.2%	0.5%	-1.0%	-21.2%	1.6%
CCOC(=O)C1CCN(C(=O)c2cc(S(=O)(=O)N3CCc4ccccc43)ccc2OC)CC1	-7.0	-0.4%	.	0.2%	-3.7%	6.6%	2.1%	.	.	-8.8%
COc1ccc(C2(C)NC(=O)N(CC(=O)NC3(C#N)CCCCC3)C2=O)cc1 (configuration not stated)	-0.6	-4.8%	1.4%	1.2%	25.1%	4.2%	-0.5%	-1.5%	.	11.1%
CC(C)c1cc(C(F)(F)F)n2nc(C(=O)Nc3ccc4c(c3)OCO4)cc2n1	-9.2	1.0%	-8.8%	1.6%	13.9%	-3.1%	8.8%	7.0%	?	?
O=C(Cn1cnc(Cl)c1Cl)c1ccc(F)cc1	-3.8	-3.6%	5.3%	3.0%	-5.1%	0.0%	1.7%	-7.0%	-3.0%	-4.3%
CC(=O)N1CCc2cc(S(=O)(=O)NCCN3CCC(C)CC3)ccc21	-2.2	-3.1%	2.4%	1.5%	.	-0.9%	2.1%	-8.5%	0.2%	-22.3%
COc1ccc(NC(=O)c2cccnc2)c([N+](=O)[O-])c1	5.3	0.2%	1.3%	-3.7%	-3.3%	-4.9%	-5.2%	.	3.9%	2.5%
Cc1ccc(NC(=S)N2CCN(C(=O)C3CCCO3)CC2)c(C)c1 (configuration not stated)	1.3	-1.6%	-4.8%	0.9%	0.2%	0.5%	-4.8%	2.8%	.	0.0%
O=C(COc1cccnc1[N+](=O)[O-])Nc1c(Cl)cccc1Cl	8.8	-8.5%	.	-2.3%	-2.9%	-0.9%	.	.	.	6.8%
O=C(NCc1cccnc1)c1cccc(-c2cc3ccccc3oc2=O)c1	4.1	0.5%	-19.3%	2.8%	-0.2%	2.9%	-5.2%	?	-3.2%	-24.3%
COc1cc(C2c3c(oc4c(C)cc(C)cc4c3=O)C(=O)N2Cc2cccnc2)ccc1O (configuration not stated)	.	-2.7%	.	-0.9%	.	1.1%	.	.	.	-36.8%
NS(=O)(=O)c1ccc(CCNC(=O)c2cccc(OC(F)F)c2)cc1	-0.3	-1.4%	12.6%	3.4%	1.4%	6.3%	-5.1%	1.6%	-0.8%	-15.5%
Cc1ccc2nc(C(Cl)(Cl)Cl)nc(N/N=C/c3ccncc3)c2c1	-2.3	-3.3%	8.0%	3.8%	-1.9%	2.7%	-4.0%	5.2%	-13.3%	0.1%
CCOc1ccc(S(=O)(=O)N(CC)CC(=O)N2CCOCC2)cc1C	-0.5	-6.6%	-5.1%	-2.4%	-5.4%	7.1%	-7.8%	-9.3%	-23.1%	0.0%

From PubChem
